# Source: PubChem BioAssay
# ssDAF-12 act: S. stercoralis DAF-12 nuclear receptor activators, primary screen, cell-based, luminescence, HEK293, GRIP1 co-expression, lit1-tk-luc | Nuclear hormone receptor DAF-12 (Strongyloides stercoralis) | HEK293 ssDAF-12/GRIP1 lit1-tk-luc reporter; % of 3 µM dafachronic acid response | activation, % at 6.8 µM | actives 1% (n = 370,000);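 active means activation above the mean over all tested compounds plus 3 SD, cut at about 0.9% in these data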;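 further: 0% = DMSO-only wells and 100% = 3 µM delta7-dafachronic acid wells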
# proKLK7 act: proKLK7 zymogen activators, primary screen, biochemical, fluorescence intensity; Kallikrein-7 (Homo sapiens), P49862; purified proKLK7, EDANS-DABCYL substrate fluorescence; 100% is mature enzyme control, 0% vehicle; activation, % at 7 µM; actives 0.9% (n = 370,000);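 active means activation above the mean of all tested compounds plus 3 SD, computed per campaign excluding outliers beyond control limits, cut at about 13% in these data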
# Target sequence (P49862 whole entry, looked up): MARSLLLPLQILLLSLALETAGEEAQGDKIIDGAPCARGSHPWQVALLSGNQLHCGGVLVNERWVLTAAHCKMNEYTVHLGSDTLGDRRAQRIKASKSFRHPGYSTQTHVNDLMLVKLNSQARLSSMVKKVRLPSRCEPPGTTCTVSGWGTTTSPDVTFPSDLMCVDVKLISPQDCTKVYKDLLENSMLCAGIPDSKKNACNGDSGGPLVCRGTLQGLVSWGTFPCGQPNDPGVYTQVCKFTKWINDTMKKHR
# hgDAF12 agonist: H. glycines DAF-12 receptor agonists, primary screen, cell-based, luminescence, HEK293, GAL4 fusion, UAS-luciferase. Nuclear hormone receptor DAF-12 (Heterodera glycines), GAL4 fusion. HEK293 GAL4-hgDAF12 UAS-luciferase reporter, agonist luminescence; normalized to butyrate control. activation, % at 6.8 µM. actives 1.8% (n = 370,000). AID 687014, 2013;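 active means activation above a cutoff set at the mean of all screened compounds plus 3 SD, cut at about 10% in these data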;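 further: 0% = DMSO wells and 100% = sodium butyrate wells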
# hcDAF-12 act: H. contortus DAF-12 nuclear receptor activators, primary screen, cell-based, luminescence, HEK293, lit1-tk-luc reporter. AID 652067, 2013. actives 1.4% (n = 370,000). HEK293 hcDAF-12 lit1-tk-luc reporter; 0% DMSO, 100% Δ7-dafachronic acid. activation, % at 6.8 µM;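 active means activation above the mean of all tested compounds plus 3 SD, cut at about 5.5% in these data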;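 further: 100% = response to 3 µM Δ7-dafachronic acid high control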
# sPLA2-III inh: human group III sPLA2 inhibitors, primary screen, biochemical, QFRET, BODIPY PC-A2 liposome substrate; actives 0.56% (n = 370,000); inhibition, % at 12.2 µM; Group 3 secretory phospholipase A2 (Homo sapiens), Q9NZ20; QFRET BODIPY PC-A2 liposome hydrolysis, fluorescence;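 active means inhibition above mean plus 3 SD of compounds lying within the high and low control bounds, cut at about 19% in these data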;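 further: 0% = median of test compound wells and 100% = no enzyme DMSO wells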
# Target sequence (Q9NZ20 whole entry, looked up): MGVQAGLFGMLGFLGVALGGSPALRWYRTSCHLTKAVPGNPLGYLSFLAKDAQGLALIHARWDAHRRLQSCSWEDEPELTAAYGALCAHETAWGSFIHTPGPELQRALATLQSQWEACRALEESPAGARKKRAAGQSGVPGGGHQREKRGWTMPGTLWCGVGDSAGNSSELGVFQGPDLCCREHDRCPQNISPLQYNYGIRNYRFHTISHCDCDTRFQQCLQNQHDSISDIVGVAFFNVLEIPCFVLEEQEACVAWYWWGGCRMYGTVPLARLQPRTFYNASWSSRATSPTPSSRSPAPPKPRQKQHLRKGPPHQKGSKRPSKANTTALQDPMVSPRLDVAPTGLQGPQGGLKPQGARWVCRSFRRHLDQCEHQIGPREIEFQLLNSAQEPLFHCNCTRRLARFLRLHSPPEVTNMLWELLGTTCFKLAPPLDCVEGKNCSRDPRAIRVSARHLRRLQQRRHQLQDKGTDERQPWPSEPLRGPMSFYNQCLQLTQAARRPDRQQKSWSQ
# FXN GAA850 act: FXN promoter activators, primary screen, cell-based, luciferase luminescence, HEK293 lucGAA850; HEK293 lucGAA850 FXN promoter luciferase reporter, 24 h; percent of 10 µM SAHA response; activation, % at 6 µM; actives 0.56% (n = 360,000);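 active means activation above the average of all compounds screened plus 3 SD, cutoff fixed separately per campaign, cut at about 7.5% in these data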;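 further: 0% = DMSO wells and 100% = 10 µM SAHA wells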
# NPR1 activator: GC-A stimulated cGMP production enhancers – HEK293 GC-A cells, cGMP TR-FRET, EC30 ANP, primary screen; Atrial natriuretic peptide receptor 1 (Homo sapiens), P16066; 0% at EC30 ANP, 100% saturating ANP; activation, % at 10 µM; actives 0.14% (n = 370,000); AID 1671463, 2021; in the data active means activation above about 40%
# SMARCA2 activ: SMARCA2 (BRM) function activators, primary screen, cell-based, luminescence, high throughput; MG213 cells, MMTV-luciferase reporter, dexamethasone, overnight; activation, % at 9.1 µM; actives 1% (n = 370,000); in the data active means activation above about 7.8%;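 further: 0% = vehicle wells and 100% = reference activator wells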
# DAX1 inh-1: DAX1 (NR0B1) inhibitors, primary screen, cell-based, HEK293, Gal4-DAX1, luciferase luminescence. HEK293 Gal4-DAX1 luciferase reporter. AID 504766, 2011. actives 0.99% (n = 340,000). Nuclear receptor subfamily 0 group B member 1 (Homo sapiens), P51843. inhibition, % at 6.75 µM;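 active means inhibition above the mean over all tested compounds plus 3 SD, cut at about 4.2% in these data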;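 further: 0% = DAX1-transfected cells with DMSO and 100% = empty-vector control cells with DMSO; inhibition shows as a rise in luminescence from relieved DAX1 repression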
# Target sequence (P51843 207-470 limits assumed): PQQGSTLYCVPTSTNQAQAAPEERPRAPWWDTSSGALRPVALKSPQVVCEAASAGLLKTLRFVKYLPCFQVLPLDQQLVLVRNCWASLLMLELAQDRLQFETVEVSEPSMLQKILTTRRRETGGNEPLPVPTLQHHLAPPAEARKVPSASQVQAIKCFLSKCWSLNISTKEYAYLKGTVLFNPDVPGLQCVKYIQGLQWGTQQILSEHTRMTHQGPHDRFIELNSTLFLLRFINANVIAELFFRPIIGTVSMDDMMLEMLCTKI
# GC-B act: human GC-B receptor activators, primary screen, HEK293 GC-B cells, cGMP TR-FRET, EC30 CNP; actives 0.11% (n = 370,000); AID 1920062, 2024; 0% at EC30 CNP, 100% saturating CNP; activation, % at 10 µM;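 active means activation at 10 µM reaching about 35% in either raw or pattern-adjusted values, limit read from the data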
# DAX1 inh-2: DAX1 (NR0B1) inhibitors on StAR promoter, primary screen, cell-based, luminescence, SF-1 (NR5A1), full-length DAX-1 | HEK293T StAR-luciferase reporter, SF-1/DAX-1 repression relief | inhibition, % at 6.8 µM | actives 1.1% (n = 370,000) | AID 652010, 2013;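 active means inhibition above the mean over all tested compounds plus 3 SD, cut at about 3.6% in these data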;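 further: 0% = DAX-1 cells with DMSO and 100% = cells lacking DAX-1 with DMSO; higher inhibition means more luminescence from relief of DAX-1 repression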
# The depositor's hits bear a star; nt = no result given.
SMILES,ssDAF-12 act,proKLK7 act,hgDAF12 agonist,hcDAF-12 act,sPLA2-III inh,FXN GAA850 act,NPR1 activator,SMARCA2 activ,DAX1 inh-1,GC-B act,DAX1 inh-2
O=S(=O)(Nc1cc(S(=O)(=O)N2CCOCC2)ccc1N1CCCC1)c1cccs1,-0.3,-0.1,0.0,-0.3,-2,1.0,-5,1,2.3,3,0.2
Cc1nccn1CCCN1C(=O)CNC1=S,-1.2,0.5,-1.7,0.2,-6,-0.2,-1,1,-1.4,-2,-0.4
O=C(COC(=O)c1ccc2c(c1)OCO2)Nc1nc(-c2ccccc2)cs1,-1.5,0.1,-1.7,-1.5,1,1.4,1,0,0.8,0,0.2
O=C(CNc1cccc(Cl)c1)c1ccc(Br)cc1,-0.2,-1.4,1.8,0.3,4,2.4,-4,8.9*,0.7,0,-0.5
CC1CCCCN1C(=O)CSc1nc2cc3c(cc2c(=O)n1Cc1ccc2c(c1)OCO2)OCO3 (stereo unspecified),-1.4,-0.3,-1.6,-1.8,-1,-2.2,2,1,0.1,14,-1.0
CCSC(=Nc1ccccc1)N1CCOCC1,-1.4,-0.1,-0.5,-1.2,-7,1.4,1,0,nt,-5,-0.1
COc1ccc(C(C)(C)C)cc1NC(=O)CCc1c(C)noc1C,-1.1,0.9,-1.3,-1.2,1,1.4,-6,2,-0.2,-3,-1.1
COC(Cc1n[nH]c(=S)n1-c1ccc(Cl)cc1)OC,-0.9,0.3,0.4,-0.5,-2,0.5,2,0,-0.2,-2,1.0
C/C(=N\Nc1cccc(Cl)c1)c1ccc(-n2ccnc2)cc1,-1.3,0.5,0.6,-2.4,-4,0.2,-3,-2,0.9,-2,-0.8
CC(C)(C)c1ccc(C(O)c2ncc(-c3ccccc3)[nH]2)cc1 (stereo unspecified),-1.0,0.1,1.1,0.5,-12,1.6,0,2,nt,3,1.2
CCCn1c(CNC(=O)c2ccccc2)nc2ccccc21,-1.1,0.6,2.2,0.6,5,1.5,2,0,1.7,10,-0.8
O=C(C1CCC1)N1CCc2cc(S(=O)(=O)NCc3ccco3)ccc21,-1.3,0.4,-1.8,-1.9,4,5.2,-6,1,-0.3,0,-0.4

# Next section; the last 2 above are carried over.
SMILES,ssDAF-12 act,proKLK7 act,hgDAF12 agonist,hcDAF-12 act,sPLA2-III inh,FXN GAA850 act,NPR1 activator,SMARCA2 activ,DAX1 inh-1,GC-B act,DAX1 inh-2
CCCn1c(CNC(=O)c2ccccc2)nc2ccccc21,-1.1,0.6,2.2,0.6,5,1.5,2,0,1.7,10,-0.8
O=C(C1CCC1)N1CCc2cc(S(=O)(=O)NCc3ccco3)ccc21,-1.3,0.4,-1.8,-1.9,4,5.2,-6,1,-0.3,0,-0.4
CN1CCN(c2ccccc2/C=C2/C(=O)Nc3ccccc32)CC1,-0.4,0.2,-1.4,3.8,-31,0.0,-22,-1,-1.2,-10,-0.3
COc1ccc(NC(=O)C[C@H]2C(=O)N(C3CCCCC3)C[C@@H]2CSC)cc1,-0.9,0.0,-0.2,-1.5,2,-1.3,-3,8.3*,0.3,2,-0.4
O=C(CCc1ccccc1)Nc1cccc(NC(=O)CCc2ccccc2)c1,-1.4,0.3,0.3,-1.0,-9,-0.7,0,0,0.8,1,-0.3
N/C(=N\NS(=O)(=O)c1ccccc1Cl)c1ccccn1,-1.9,-0.1,-1.1,-1.9,2,-1.0,4,-2,1.1,5,-0.1
CCOc1ccc(C(=O)CCN2CCCCC2)cc1,-1.5,-0.1,-1.1,0.1,5,-2.0,13,1,0.6,-5,-0.3
CC1CCN(S(=O)(=O)c2ccc(NC(=O)Cc3ccccc3)cc2)CC1,-1.5,0.6,-0.2,-2.4,-30,0.8,-6,-3,-0.5,-1,0.5
CC[C@H](C)[C@H]1CNC(=S)N1CC1CCN(CC2CCC(C)CC2)CC1 (stereo partly specified),-1.1,0.0,2.1,-0.1,2,-3.4,0,1,0.2,-4,1.8
COc1ccc(C2/C=C\CN(C(=O)OCC3c4ccccc4-c4ccccc43)CC(=O)N2Cc2cccc(F)c2)cc1 (stereo unspecified),-1.9,0.1,-0.5,-0.8,-5,0.7,1,-3,-1.3,-2,3.7*
CC(=O)Nc1cc(-c2cccc(C(=O)NCCO)c2)cn2c(-c3cccc(C(F)(F)F)c3)cnc12,-1.8,0.6,-3.2,-1.2,-3,-0.2,9,2,nt,7,-0.6
COc1ccc(CCNC(=O)Cn2cnc3c2c(=O)n(C)c(=O)n3C)cc1OC,-1.4,-0.3,-1.6,-2.2,9,1.0,8,-4,1.4,7,-1.2
CC(=O)Nc1cc(C(=O)c2ccccc2)ccc1N1CCOCC1,-0.6,0.1,2.8,-0.1,1,1.1,-1,-1,1.3,5,0.2
COc1ccc(Nc2cc(Cl)nc(N)n2)cc1OC,-1.2,0.1,-2.4,-0.6,9,5.3,7,2,-0.4,6,-0.1
O=C1NC(Cc2ccc(O)cc2)c2nc3ccccc3c(=O)n2-c2ccccc21 (stereo unspecified),-1.2,0.0,-2.0,-1.5,-9,nt,-1,-1,nt,2,-0.1
CNC(=O)C[C@H]1C(=O)N(c2ccccc2)C[C@@H]1CSC,-1.1,-0.2,-0.2,1.2,6,0.1,-1,-3,2.2,1,0.1
O=C(O)c1ccc([N+](=O)[O-])c2c1C(=O)c1ccccc1C2=O,-1.4,-0.3,-0.7,1.3,9,1.0,3,-3,-2.5,4,-0.4
CCc1nc(=O)c(-c2ccccc2)c(C)n1-c1ccccc1,-0.7,-0.4,-0.3,-2.0,1,-0.3,2,-1,2.2,-4,0.0
CCOC(=O)Cc1csc(NC(NC(=O)OCC)(C(F)(F)F)C(F)(F)F)n1,-1.2,0.7,-0.9,-0.9,0,0.3,0,-4,0.1,3,0.6
COc1ccc(C)cc1S(=O)(=O)N(CC(=O)Nc1cc([N+](=O)[O-])ccc1C)c1ccc(C)c(C)c1,-1.4,0.1,2.5,-0.1,2,0.9,-3,-4,-0.7,-2,-0.2
CCC1CCCCN1C(=O)CCn1ccnc1 (stereo unspecified),-2.2,-0.4,0.0,-0.6,-1,0.8,-2,2,-1.1,3,-0.1
Cc1ccc(-c2c3c(=O)n(C)c(=O)n(C)c3cn2-c2ccccc2O)cc1,-1.4,0.4,-3.5,-0.9,-6,-0.6,-4,-5,-0.2,-4,-0.3
COc1ccc2ccccc2c1/C=N/NC(=O)c1cc(C)[nH]n1,-0.3,0.5,0.3,-2.1,2,0.2,-5,-3,1.3,-6,-0.7
CCN(CC(=O)NCc1ccc(Cl)cc1)C(=O)COc1ccc(C)cc1C,-1.2,-0.4,-1.6,0.1,-12,-0.3,-7,-1,0.3,-1,-1.1
O=S(=O)(Nc1ccc(N2CCOCC2)cc1)c1ccc(F)cc1F,-1.1,-0.7,-1.9,1.2,13,0.9,0,-3,-0.3,0,1.9
CNc1c(NC(=O)c2ccc3c(c2)OCO3)c(=O)oc2ccccc12,-1.0,0.2,0.1,0.5,2,-0.1,2,-1,0.2,-1,0.3
CC(Oc1cccc(Br)c1)C(=O)N1CCCN(C)CC1 (stereo unspecified),-0.2,-0.4,-0.3,-0.3,-2,0.8,-2,3,1.4,8,-0.7
Cc1cc2oc(=O)cc(-c3ccccc3)c2c(C)c1-c1ccc(CO)cc1,-1.3,0.1,-0.7,-1.1,0,1.4,-16,0,-1.4,-15,-3.0
COc1ccc2c(C)cc(C)nc2n1,-0.8,-0.1,-2.2,0.0,10,-0.6,3,-3,-0.9,3,0.4
CCOc1ccccc1OCC(=O)Nc1ccc(N2CCOCC2)cc1N1CCOCC1,-1.2,-0.2,2.1,-1.3,2,0.3,2,-2,-2.1,1,-0.4
CCOC(=O)[C@@]12CCC3=C1N(CCC3)C(=O)[C@H](CC(=O)NCc1cccc(C(F)(F)F)c1)C2,-1.5,0.2,-0.8,-2.2,6,nt,2,-3,nt,-3,-1.6
O=C(CNc1cc(S(=O)(=O)N2CCOCC2)ccc1N1CCCC1)Nc1ccc(Cl)cc1F,-0.6,0.4,-0.7,-1.3,-1,0.6,-1,0,4.0,0,-1.1
Cc1ccc(NC2c3ncccc3C(=O)N2C2CCCCC2)cc1 (stereo unspecified),-0.9,-0.2,-1.4,-2.9,6,-1.8,-18,-3,-1.2,-10,-0.8
COC(=O)c1c[nH]n2c(=O)cc(CCl)nc12,-0.8,3.0,1.1,-0.7,-9,-2.5,0,-4,0.8,2,-0.3
COc1cc(C=C2NC(=O)NC2=O)ccc1O,-0.6,-1.3,2.0,2.0,6,-1.6,-7,2,0.7,-10,0.6
CC1(C)CC(=O)C2=C(C1)OC(/N=C/N1CCOCC1)=C(C#N)C2c1ccccc1 (stereo unspecified),-1.4,0.4,-1.1,-1.7,-1,-2.4,-1,0,-1.0,-1,-0.3
CCc1ccccc1NC(=O)CCNS(=O)(=O)c1ccc2c(c1)CCC(=O)N2,-1.8,-0.1,0.8,-2.3,11,-0.4,4,2,0.3,4,2.0
O=C(CCc1ccccc1)C(=O)N1CCCC(C(=O)c2cccc(Cl)c2)C1 (stereo unspecified),-1.1,0.4,-4.4,0.4,-30,2.5,7,3,-0.1,1,-0.5
NC(=O)NC(=O)COC(=O)CN1C(=O)C2CCCCC2C1=O (stereo unspecified),-1.7,-0.1,2.7,0.8,5,-2.9,5,-1,-1.7,5,-0.1
Cc1c(NC(=O)COC(=O)Cc2ccc(F)cc2)c(=O)n(-c2ccccc2)n1C,-0.5,0.1,0.2,0.1,1,0.1,-1,0,1.6,-4,0.6
Cc1nn2c(=O)cc(COC(=O)c3ccc(NC(=O)C(C)(C)C)cc3)nc2s1,-1.0,-0.5,-4.4,2.7,2,-1.5,-4,-2,-2.7,0,-1.1

# Quoted at random: 3 records from the list
SMILES,ssDAF-12 act,proKLK7 act,hgDAF12 agonist,hcDAF-12 act,sPLA2-III inh,FXN GAA850 act,NPR1 activator,SMARCA2 activ,DAX1 inh-1,GC-B act,DAX1 inh-2
COc1cc(C=C2NC(=O)NC2=O)ccc1O,-0.6,-1.3,2.0,2.0,6,-1.6,-7,2,0.7,-10,0.6
CCc1ccccc1NC(=O)CCNS(=O)(=O)c1ccc2c(c1)CCC(=O)N2,-1.8,-0.1,0.8,-2.3,11,-0.4,4,2,0.3,4,2.0
CCOc1ccccc1OCC(=O)Nc1ccc(N2CCOCC2)cc1N1CCOCC1,-1.2,-0.2,2.1,-1.3,2,0.3,2,-2,-2.1,1,-0.4
